VHR inh abs = DUSP3 (human) phosphatase inhibition; P51452; recombinant VHR phosphatase, pNPP absorbance; inhibition, % at 13.3 µM; 290,000 tested, 0.52% active; AID 1654; in the data active means inhibition above about 50%; further: some compounds called inactive have numbers as strong as hits
Target sequence (P51452 whole entry, looked up): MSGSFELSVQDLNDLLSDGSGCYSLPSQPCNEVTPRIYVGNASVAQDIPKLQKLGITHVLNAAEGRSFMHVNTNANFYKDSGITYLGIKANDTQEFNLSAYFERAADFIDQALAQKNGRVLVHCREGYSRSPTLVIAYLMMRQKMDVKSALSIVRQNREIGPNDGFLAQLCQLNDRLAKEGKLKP
Yp Topo-I inh = blocks Yersinia pestis topoisomerase I activity; Y. pestis Topo-I cleavage product accumulation, plate reader; activity, % at 10 µM; 360,000 tested, 0.064% active; AID 504884; in the data active means activity above about 50%, passing the limit was not always enough; further: inactives centre near 2
PrPC TRFRET = reduces human prion protein on the cell surface. P04156. cell surface PrPC, TR-FRET read-out. inhibition, % at 13.8 µM. 370,000 tested, 0.43% active. AID 720596; in the data active means inhibition above about 24%; further: 0% = median of the test wells and 100% = reference compound wells
CCHFV vOTU inh = blocks the CCHF virus ovarian tumor domain protease | 370,000 tested, 0.55% active | CCHFV vOTU protease, Pep-AMC fluorescence | inhibition, % at 11.5 µM; in the data active means inhibition above about 30%; further: 0% = vehicle wells with enzyme and 100% = no enzyme wells
Rv3671c inh = Rv3671c (M. tuberculosis) protease inhibition; 320,000 tested, 0.048% active; inhibition, % at 5.96 µM; P9WHR9; in the data active means inhibition above about 38%;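 further: extracellular domain of Rv3671c used as enzyme; 0% = enzyme with DMSO and 100% = no enzyme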
Target sequence (P9WHR9 whole entry, looked up, the tested form may be a part): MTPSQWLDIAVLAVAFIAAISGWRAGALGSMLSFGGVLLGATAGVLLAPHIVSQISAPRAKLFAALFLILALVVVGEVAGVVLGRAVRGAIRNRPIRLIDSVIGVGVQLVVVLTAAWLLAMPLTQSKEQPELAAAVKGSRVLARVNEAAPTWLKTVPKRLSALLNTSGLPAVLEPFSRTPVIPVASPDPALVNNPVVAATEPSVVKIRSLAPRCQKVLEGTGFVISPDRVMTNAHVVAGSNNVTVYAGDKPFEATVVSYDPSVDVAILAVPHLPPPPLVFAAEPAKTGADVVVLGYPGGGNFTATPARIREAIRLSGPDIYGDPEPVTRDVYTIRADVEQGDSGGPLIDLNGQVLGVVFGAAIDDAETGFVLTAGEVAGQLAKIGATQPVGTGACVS
TcdB inh = inhibitors of Clostridioides difficile toxin B glycohydrolase; P18177; TcdB glycohydrolase enzymatic assay, plate reader; inhibition, % at 9.99 µM; 350,000 tested, 0.24% active; AID 652162; in the data active means inhibition above about 10%
SSB-PriA inh = inhibitors of Klebsiella pneumoniae PriA binding to SSB C-terminal tail; AlphaScreen SSBct-PriA binding, biotinylated peptide; inhibition, % at 33 µM; 430,000 tested, 0.6% active; in the data active means inhibition mostly above about 37%, no sharp cut-off; inactive means mostly below about 20%;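 further: plate controls were negative control peptide for no effect and reference peptide for full effect; strong numbers were not always called active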
Vc quorum ag = inducers of Vibrio cholerae quorum light production without autoinducers; V. cholerae BH1578 lux reporter, luminescence, 6 h; activation, % at 18.7 µM; 350,000 tested, 0.16% active; AID 588436; in the data active means activation mostly above about 9.7%, no sharp cut-off; further: not every result past the cut was called active; inactives centre near 0; reference of the scale not given here
SARS 3CLpro inh = SARS-CoV 3CLpro protease inhibition; P0C6X7; AID 1706; recombinant SARS-CoV 3CLpro, quenched FRET peptide cleavage; 290,000 tested, 0.14% active; inhibition, % at 6 µM; in the data active means inhibition above about 12%
MazF activator = increases E. coli MazEF RNase cleavage of RNA | activation, % at 20 µM | 350,000 tested, 0.32% active | P0AE70 | FAM/BHQ RNA-DNA oligo cleavage fluorescence, 5 h | AID 504720; in the data active means activation above about 50%
Target sequence (P0AE70 whole entry, looked up): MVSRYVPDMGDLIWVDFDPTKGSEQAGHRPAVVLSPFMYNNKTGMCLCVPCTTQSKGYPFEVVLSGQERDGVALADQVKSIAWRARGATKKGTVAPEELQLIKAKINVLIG
An asterisk follows results filed as active; i = inactive; · = no result given; & = joins results of further samples.

Second line of a record – VHR inh abs	Yp Topo-I inh	PrPC TRFRET	CCHFV vOTU inh	Rv3671c inh	TcdB inh	SSB-PriA inh	Vc quorum ag	SARS 3CLpro inh	MazF activator
O=C(N=Nc1c(O)[nH]c2ccc(F)cc12)c1ccc(NS(=O)(=O)c2cccs2)cc1
→ ·	1	-3	-4	2	2.8	4	0.7	·	2
COc1ccc(-c2cnnc(N/N=C/c3ccc(OC)c(OC)c3)n2)cc1
→ 1	1	-8	4	6	·	·	-0.7	-8	-22
CCCCOc1ccc(C(=O)Nc2ccc3c(c2)C(=O)NC3=O)cc1
→ 17	4	2	7	1	-0.9	-19	-0.2	-3	-34
COc1ccc(C(C2C(=O)CC(C)(C)CC2=O)C2C(=O)CC(C)(C)CC2=O)cc1COCC(F)(F)F
→ -11	-8	-1	-13	5	·	-4	-0.6	1	-1
Cc1cc(C)n2c(Br)c(CSc3nc4ccccc4s3)nc2n1
→ -2	4	9	-13	-2	·	1&-4	-0.4	-5	3
Cc1cc(C)nc(NC(=O)c2cc(-c3ccc4c(c3)OCO4)nc3ccccc23)c1
→ 0	-8	-4	-1	-17	2.4	1	-0.6	1	-15
Cc1cc(C)n2nc(-c3cnn(C)c3C(F)(F)F)cc2n1
→ 29	6	-9	11	2	·	-23	i	-2	1
CC1=NNC(=O)C1CCC(=O)N/N=C(\C)c1ccc(Cl)cc1 (stereo unspecified)
→ 1	2	4	-7	-2	0.8	·	-0.3	-2	5
CN(C)C1(CNC(=O)c2ccc(NS(=O)(=O)c3ccc(Cl)c(Cl)c3)cc2)CCCCC1
→ ·	-10	-14	-4	3	-0.8	13	-0.4	·	6
O=C(NCCS(=O)(=O)N1CCN(c2ccccc2F)CC1)c1ccc(Br)o1
→ 18	10	-8	11	-3	0.5	-2&-17	0.5	1	2
CCOC(=O)CSc1nnc(-c2nnc(SCC(=O)OCC)n2CC)n1CC
→ -2	10	-2	-7	-13	·	-11	i	-5	1
COc1cc(NC(=O)COC(=O)c2ccc([N+](=O)[O-])s2)cc(OC)c1OC
→ ·	-4	-36	113*	-139	0.0	7	i	·	3
COc1ccc(CC(=O)Nc2sc3c(c2C(N)=O)CCCC3)cc1OC
→ 32	19	4	4	-2	0.4	-6	-0.5	5	17
COc1ccc(-c2cc(C(=O)Nc3ccccc3O)c3ccccc3n2)cc1
→ ·	5	-3	-8	-18	-1.1	-5	-0.5	·	6
CC(O)c1cccc(N=Cc2ccc3ccccc3c2O)c1 (stereo unspecified)
→ -4	0	8	-4	4	0.2	-4	i	-2	-24
C[C@@H]1CCCCCCCCC(=O)OCCN(C(=O)OC(C)(C)C)[C@H](C)CCCCCCCCC(=O)OCCN1C(=O)OC(C)(C)C
→ ·	2	0	18	-1	-1.9	1	-0.3	·	-16
CCN(CC)c1ccc2c(C)c(CO)c(=O)oc2c1
→ 27	4	-15	-111	-14	0.6	-16	i	-1	-3
COc1cccc(N(CC(=O)NC2CCCCC2)C(=O)Cn2nnc(-c3ccc(C)o3)n2)c1
→ 21	8	-4	15	·	0.7	-15	-0.9	-1	11
Cc1ccc(CNC(=O)COC(=O)c2ccc(S(=O)(=O)NCc3ccco3)cc2)cc1
→ ·	3	0	-3	-6	0.3	-4	0.2	·	5
O=C(Oc1ccc(C(=S)N2CCOCC2)cc1)c1ccc(Br)cc1
→ -15	7	-1	-6	-11	·	5	-0.9	3	-5

Brought forward from above: two compounds, followed by the next part.
Second line of a record – VHR inh abs	Yp Topo-I inh	PrPC TRFRET	CCHFV vOTU inh	Rv3671c inh	TcdB inh	SSB-PriA inh	Vc quorum ag	SARS 3CLpro inh	MazF activator
Cc1ccc(CNC(=O)COC(=O)c2ccc(S(=O)(=O)NCc3ccco3)cc2)cc1
→ ·	3	0	-3	-6	0.3	-4	0.2	·	5
O=C(Oc1ccc(C(=S)N2CCOCC2)cc1)c1ccc(Br)cc1
→ -15	7	-1	-6	-11	·	5	-0.9	3	-5
Cc1ccc(NC(=S)NN2CCN(C)CC2)cc1
→ 3	1	1	4	-2	·	11	2.4	3	7
O=C(CCS(=O)(=O)c1cccs1)Nc1ccc(C(=O)NC2CCN(Cc3ccccc3)CC2)cc1
→ 18	-1	1	-13	-1	-2.6	0	-0.4	-3	8
CCC(=O)n1nc(-c2cccnc2)nc1NCc1ccccc1
→ 12	18	7	-6	·	0.3	-4	-0.5	2	-1
COc1ccc(CNC(=O)c2ccc(NC(=O)C3=CSCCO3)cc2)cc1
→ 2	-5	1	9	-18	1.1	-1	i	-4	-15
CC(=O)Nc1c(-c2ccccc2)nc2ccc(Cl)cn12
→ ·	-5	0	0	0	0.5	-2	-0.8	·	-3
O=C(NCC(c1ccco1)N1CCc2ccccc2C1)c1c(F)cccc1F (stereo unspecified)
→ ·	-1	-4	1	4	2.2	-3	-0.8	·	-1
COCc1cc(C)c(C#N)c(=S)[nH]1
→ 16	-5	·	·	-5	·	-2	i	6	-10
O=C(OCCCN=C1NS(=O)(=O)c2ccccc21)C1CC(=O)N(c2ccc(Cl)cc2)C1 (stereo unspecified)
→ 0	10	7	14	0	·	-24	-0.3	-1	5
COc1ccc(CCNc2nc(-c3ccc(O)cc3)cs2)cc1OC
→ -5	-5	-5	-6	-3	0.4	9	-0.3	-3	-1
CCOC(=O)CCCNC(=O)COC(=O)c1cccc(F)c1
→ 8	-3	13	-9	5	0.9	-12	-2.4	-1	-10
Cn1c(N/N=C2\CCCc3ccccc32)nc2c1c(=O)n(Cc1ccccc1)c(=O)n2C
→ 37	4	0	-1	0	·	·	-0.1	4	5
C[C@@H]1CN([C@@H](C)CO)C(=O)Cc2cc(NS(=O)(=O)c3ccccc3)ccc2O[C@H]1CN(C)Cc1ccncc1
→ ·	0	-4	5	4	0.1&-0.5	4	-2.0	·	1
CCN(Cc1ccccc1)C(=O)Cc1c[nH]c2ccccc12
→ 2	13	-4	4	-2	0.5	-1	-0.8	-6	5
CCCNC(=O)OCCC12CC3CC(CC(C3)C1)C2
→ -7	34	0	19	-5	0.2	-70	-0.3	-2	-3
O=[n+]1cc(-c2ccc(Br)cc2)n([O-])c2c1CCC2
→ -7	4	-35	4	-3	·	-5	-0.4	2	6
Cn1c(CC(=O)c2ccc(Br)cc2)[n+](C)c2ccccc21
→ 6	-2	1	-6	0	0.3	-2	i	-5	3
CCCc1nc2ccc(NC(=O)NCCC(=O)OCC)cc2c(=O)n1Cc1ccc(Cl)cc1
→ 27	2	-2	13	-1	·	-7	-6.0	-2	5
CC(Oc1cccc(Cl)c1)C(=O)NC1CC(C)(C)NC(C)(C)C1 (stereo unspecified)
→ 1	-7	-1	-6	0	1.3	6	i	1	11
S=C(Nc1ccc(Cl)cc1)N1CCOCC1
→ ·	0	4	-3	3	3.3	-4	i	0	-1
CSc1ccc(/C=N/N2CCN(Cc3ccc(Cl)cc3)CC2)cc1
→ 10	-9	-1	2	5	11*	·	i	-3	-5
CCOC(=O)C1CCN(c2nc3ccccc3nc2C(C#N)C(=O)OCCOC)CC1 (stereo unspecified)
→ -2	28	-8	0	-1	·	3	-0.8	-6	6
CC1CCCCC12NC(=O)N(CC(=O)OCc1cccc(F)c1)C2=O (stereo unspecified)
→ ·	-3	8	2	6	2.4	8	i	·	0
Cn1cc(S(=O)(=O)N2CCCC2)cc1C(=O)NCc1ccc(Cl)cc1
→ 17	9	17	-1	-3	0.1	-5	-0.2	-3	7
COC(=O)c1ccc(COc2ccccc2/C=C/C(=O)c2ccc(OCC(=O)O)cc2)cc1
→ 27	-12	-1	7	-38	0.4	2	i	3	-1
COc1ccc(NC(=O)Cn2nnc(C(=O)NCc3ccco3)c2N)c(OC)c1
→ 21	1	-2	-7	-3	·	-13	-0.3	-1	2
Cc1c(C)c([N+](=O)[O-])c(C)c(C)c1N
→ ·	-2	2	-9	·	2.2	-6	-0.8	·	18
O=C(N/N=C/c1ccccn1)c1sc2ccccc2c1Cl
→ 5	17	2	3	8	0.6	i	0.9	8	-7
COc1cccc(CNS(=O)(=O)/C=C/c2ccc(OC)c(OC)c2)c1
→ 26	9	5	-4	6	0.3	-20	-0.9	2	-10
CC(=O)c1cccc(NC(=O)C2=CC(c3ccc4c(c3)OCO4)=NS(=O)(=O)N2C)c1
→ -4	-6	1	18	3	1.5	3	-0.2	5	8
Cc1ccc(N2C(=O)c3cccc4c([N+](=O)[O-])ccc(c34)C2=O)c2cccnc12
→ 4	13	-2	3	-3	0.8	-5	i	-4	3
CC(C)(C)n1cnc2cc(NC(=O)c3ccco3)ccc21
→ 8	3	4	2	-2	1.3	0	i	6	8
CC1(C(=O)Nc2ccccc2)Cc2ccccc2C(=O)O1 (stereo unspecified)
→ 27	0	0	-12	7	1.0	-18	2.1	-5	13
N#Cc1ccc(-c2cccnc2)nc1SCc1ccc(Cl)cc1Cl
→ 24	-8	2	12	-4	·	-5	-0.3	-2	0
CC(C)(C)c1ncc(S(=O)(=O)c2ccc(C(F)(F)F)cn2)c(N)n1
→ 40	0	6	-7	2	1.5	-4	-0.6	4	8
Cn1cccc1Cc1nnc(SCC(=O)NCc2ccc3c(c2)OCO3)n1CCc1ccccc1
→ -18	16	-1	-1	3	·	13	-3.3	-4	-3
CCN(c1ccc(NC(=O)CN2C(=O)NC3(CCOc4ccccc43)C2=O)cc1)C(C)C (stereo unspecified)
→ -14	-7	-5	2	5	·	29	0.1	-4	12
CN1CCN(c2sc(S(C)(=O)=O)nc2S(=O)(=O)c2ccc(Cl)cc2)CC1
→ 19	5	-3	6	3	0.0	-8	-0.2	0	0
Nc1c(S(=O)(=O)c2ccccc2)csc1C(=O)O
→ 14	-3	5	-11	5	-0.1	-1	i	2	1
COc1ccc(CCN2C(=O)CSC2c2cccc([N+](=O)[O-])c2)cc1OC (stereo unspecified)
→ -2	-5	-17	6	2	0.4	-1	0.9	2	2

Sorted by number of heavy atoms (smallest number first): part of the list above.
Second line of a record – VHR inh abs	Yp Topo-I inh	PrPC TRFRET	CCHFV vOTU inh	Rv3671c inh	TcdB inh	SSB-PriA inh	Vc quorum ag	SARS 3CLpro inh	MazF activator
Cc1c(C)c([N+](=O)[O-])c(C)c(C)c1N
→ ·	-2	2	-9	·	2.2	-6	-0.8	·	18
Nc1c(S(=O)(=O)c2ccccc2)csc1C(=O)O
→ 14	-3	5	-11	5	-0.1	-1	i	2	1
CC1(C(=O)Nc2ccccc2)Cc2ccccc2C(=O)O1 (stereo unspecified)
→ 27	0	0	-12	7	1.0	-18	2.1	-5	13
CC(C)(C)c1ncc(S(=O)(=O)c2ccc(C(F)(F)F)cn2)c(N)n1
→ 40	0	6	-7	2	1.5	-4	-0.6	4	8
Cn1cc(S(=O)(=O)N2CCCC2)cc1C(=O)NCc1ccc(Cl)cc1
→ 17	9	17	-1	-3	0.1	-5	-0.2	-3	7
CN1CCN(c2sc(S(C)(=O)=O)nc2S(=O)(=O)c2ccc(Cl)cc2)CC1
→ 19	5	-3	6	3	0.0	-8	-0.2	0	0
COc1ccc(CCN2C(=O)CSC2c2cccc([N+](=O)[O-])c2)cc1OC (stereo unspecified)
→ -2	-5	-17	6	2	0.4	-1	0.9	2	2
Cc1ccc(N2C(=O)c3cccc4c([N+](=O)[O-])ccc(c34)C2=O)c2cccnc12
→ 4	13	-2	3	-3	0.8	-5	i	-4	3
CCOC(=O)C1CCN(c2nc3ccccc3nc2C(C#N)C(=O)OCCOC)CC1 (stereo unspecified)
→ -2	28	-8	0	-1	·	3	-0.8	-6	6
CCN(c1ccc(NC(=O)CN2C(=O)NC3(CCOc4ccccc43)C2=O)cc1)C(C)C (stereo unspecified)
→ -14	-7	-5	2	5	·	29	0.1	-4	12
COC(=O)c1ccc(COc2ccccc2/C=C/C(=O)c2ccc(OCC(=O)O)cc2)cc1
→ 27	-12	-1	7	-38	0.4	2	i	3	-1
Cn1cccc1Cc1nnc(SCC(=O)NCc2ccc3c(c2)OCO3)n1CCc1ccccc1
→ -18	16	-1	-1	3	·	13	-3.3	-4	-3

Source: PubChem (several laboratories)

An excerpt. The share of hits here may be higher or lower than overall.
